p53ts 39C kill = qHTS Screen for Compounds that Selectively Target Cancer Cells with p53 Mutations: Cytotoxicity of p53ts Cells at the Nonpermissive Temperature; H1299-p53A138V viability at 39C, ATP luminescence, 24 h; Potency, µM (series often up to 46.1 µM), inactives show at the highest dose activity change, negative = cell killing, usual class: cytotoxic; 130,000 tested, 1.5% active; also: nearly all actives have a fitted effect of over 55% in size
Imprint erasure = qHTS Assay for Compounds that Induce Erasure of Genomic Imprints | mouse ES Peg3-LacZ reporter, beta-gal luminescence, 40 h | AID 1948, 2009 | Potency, µM (highest dose often 60.7 µM), for inactives: at the top dose activity change, positive = activation, actives largely listed as activators | 110,000 tested, 0.02% active;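 also: 0% = negative control wells on the plate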
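Imprint erasure is scored as LacZ activity from the silenced maternal Peg3 allele in feeder-free female ES cells cultured 40 h with LIF. Luminescence is normalized to in-plate negative controls and fitted to the Hill equation.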
IkB sig inh = IkB Signaling | ABC-DLBCL IkBa-CBG/CBR dual luciferase ratio, 4 h; response scale: scaled: untreated 0%, proteasome inhibitor 100% | Potency, µM (top dose mostly 57.1 µM), for inactives: at the highest dose IkBa stabilization activation | 110,000 tested, 0.04% active | AID 445, 2006; active = well fitted curve in the direction sought with a large enough effect in the signal ratio, not every such curve was filed as active; inconclusive = small, poorly fitted or top-dose-only effect, or a change in a side signal; the % refers to the signal ratio;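 also: the direction sought is a rising ratio; 0% = basal untreated cells and 100% = reference inhibitor full response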
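Curves were fitted separately to fusion (green), unfused (red) and ratio luminescence, then classed by r2, magnitude and activity. Cells: OCI-Ly3, 4 h compound plus doxycycline at 37C; 10 uM MG-132 defined full response.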
p53ts 32C tox = qHTS Screen for Compounds that Selectively Target Cancer Cells with p53 Mutations: Cytotoxicity of p53ts Cells at the Permissive Temperature | AID 924, 2007 | 130,000 tested, 0.93% active | Potency, µM (top dose mostly 46.1 µM), for inactives: at the top dose activity change, negative = cytotoxicity, hits mostly cytotoxic | H1299-p53A138V at 32C, ATP luminescence viability, 24 h;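 also: 0% = DMSO and -100% = full killing by reference compound; nearly all actives have a fitted effect of over 55% in size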
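Cells: H1299 p53ts (A138V), 600/well, pre-incubated 16–30 h at 37C. Cpd up to 46 uM, 24 h, 32C. Readout: ATPlite luminescence, 20 min RT. Normalization: DMSO vs tamoxifen 100 uM. AC50 by Hill equation.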
Numbers without * were called inactive; ? = inconclusive; / = no result given; & = joins results of further samples; [ ] = another dose, or the depositor's remark. Unless noted, calls follow the shape of the dose curve; as a rule, active = well fitted curve in the direction sought with a large enough effect; inconclusive = small, poorly fitted or top-dose-only effect, or another doubt; inactive = no such curve, though single readings can be large; an effect the other way counts as inactive or inconclusive. Unless noted, % is scaled to controls: 0 for no effect and ±100 for the full control effect; potency is read from the fitted curve at half-maximal effect.

SMILES,p53ts 32C tox,p53ts 39C kill,IkB sig inh,Imprint erasure
COc1ccc(CCNC(=O)Cn2nc(C)n3c(cc4occc43)c2=O)cc1OC,-8%,3%,-1.1%,5%[10.9 µM]
COc1ccccc1NC(=O)Cn1nnc(C(=O)Nc2ccccc2Br)c1N,4%,-15%,-1.9%,13%[10.9 µM]
COc1ccc(-c2nc3sc(CCNC(=O)C(=O)Nc4c(C)cccc4C)c(C)n3n2)cc1,2%,-16%,0.2%,-8%[10.9 µM]
O=C(CN1C(=O)COc2ccc(S(=O)(=O)N3CCOCC3)cc21)N1CCN(c2cccc(Cl)c2)CC1,0%,-11%,?,12%[10.9 µM]
O=C(NCCN1CCOCC1)c1cc(-c2ccccc2)on1,11%,8%,-4.1%,?
CCSc1nc(N2CCOCC2)c2c(c1C#N)CCCC2,14%,21%,-0.1%,-14%
COc1ccc(-c2noc(CSc3nnc(-c4ccncc4)n3-c3ccc(C)cc3)n2)cc1OC,3%,-13%,-1.4%,-16%[10.9 µM]
COc1cc2c(=O)n(CCC(=O)NCC3CCCO3)c(=O)n(CC(=O)Nc3ccccc3C)c2cc1OC (stereo not drawn),7%,8%,?,9%[10.9 µM]
CNc1ncnc2ccc(-c3ccc4c(c3)OCO4)cc12,11%,12%,-1.5%[11.4 µM],-47%[inhibitor]
CCOC(=O)C1C(=O)CC(C)(O)C(C(=O)OCC)C1c1ccccc1OC (stereo not drawn),-7%,5%,-0.8%,-9%
Cc1c(CC(=O)NCc2ccccc2Cl)c(=O)oc2cc(O)ccc12,?,?,4.5%,-9%[10.9 µM]
COc1ccc(CCn2c(=O)c3cccnc3n(CC(=O)Nc3c(C)cc(C)cc3C)c2=O)cc1OC,3%,5%,0.4%,-3%[10.9 µM]
O=C1C(=O)N(CCN2CCOCC2)C(c2ccccn2)/C1=C(/O)c1ccc(Cl)cc1 (stereo not drawn),-3%,-5%,-0.3%,-19%
Cc1cc(N2CCCCC2)nc(SCC(=O)c2ccccc2)n1,-6%,-17%,?,-6%
CCCN1CCN(CCCNC(=O)c2ccc3nc(Cc4ccccc4)oc3c2)CC1,-5%,-11%,?,-17%[10.9 µM]
COc1cccc(C(=O)Nc2nc(-c3nnn(-c4cc(C)ccc4C)c3C)ns2)c1,-6%,5%,?,-7%[10.9 µM]
COc1ccc(CCC(=O)N2CCc3c([nH]c4ccccc34)C2c2ccc(F)cc2)cc1 (stereo not drawn),-6%,7%,?,13%[10.9 µM]
C=CCn1c(SCC(=O)c2cc(C)n(C(C)COC)c2C)nc2sc(C)c(C)c2c1=O (stereo not drawn),-11%,-15%,?,-10%
Cc1ccc(-n2c(=O)c3sccc3n(Cc3cc(=O)n4ccccc4n3)c2=O)cc1,13%,2%,0.7%,-7%[10.9 µM]
O=C(Nc1ccccc1F)c1ccncc1,3%,11%,-1.2%,-6%

Sorted by value in IkB sig inh (highest first): 3 from the list above
| structure | IkB sig inh |
| --- | --- |
| COc1ccc(-c2nc3sc(CCNC(=O)C(=O)Nc4c(C)cccc4C)c(C)n3n2)cc1 | 0.2% |
| CCSc1nc(N2CCOCC2)c2c(c1C#N)CCCC2 | -0.1% |
| O=C(NCCN1CCOCC1)c1cc(-c2ccccc2)on1 | -4.1% |

Next section
SMILES,p53ts 32C tox,p53ts 39C kill,IkB sig inh,Imprint erasure
COc1ccc(C(=O)N2CCC[C@@]3(CCN(c4ncccn4)C3)C2)cc1,7%,-9%,-0.8%[11.4 µM],/
Cc1ccc(NC(=O)N2CCC(n3c(C)nc4cccnc43)CC2)c(Cl)c1,-1%,-7%,-0.8%,-9%[10.9 µM]
COc1ccc(C(=O)COC(=O)CCn2nnc(-c3cccc(O)c3OC)n2)cc1,-7%,-15%,-9.1%,/
CC1CCN(c2ccc(-c3nc(C(C)C)no3)cc2[N+](=O)[O-])CC1,-9%,-22%,?,-10%[10.9 µM]
CC(O)COc1ccc(/C(=N/O)c2ccccc2)cc1 (stereo not drawn),-8%,-15%,-1.0%,-2%
CC1(C)Cc2c(C#N)c(SCC(=O)c3ccccc3)nc(N3CCOCC3)c2CO1,10%,15%,-0.9%,-12%
CSC1=NCCN1C(=O)Cc1ccc(Cl)cc1,-2%,-4%,-2.3%,-13%
CCOCCCNC(=O)CN1C(=O)COc2ccc(S(=O)(=O)N3CCCCCC3)cc21,11%,-13%,0.7%,-3%[10.9 µM]
CCOc1ccccc1NC(=O)c1c(NC(=O)C(C)Oc2cccc(Cl)c2)sc2c1CCCCC2 (stereo not drawn),9%,1%,2.5%,-4%[10.9 µM]
CCOC(=O)c1cnc2c(C(F)(F)F)cccc2c1N1CCOCC1,5%,104%[activator],-2.9%,-23%

Look-ups from the results shown:
Value of CC1(C)Cc2c(C#N)c(SCC(=O)c3ccccc3)nc(N3CCOCC3)c2CO1 in Imprint erasure: -12%
Value of CCOCCCNC(=O)CN1C(=O)COc2ccc(S(=O)(=O)N3CCCCCC3)cc21 in p53ts 39C kill: -13%
Value of CC(O)COc1ccc(/C(=N/O)c2ccccc2)cc1 (stereo not drawn) in Imprint erasure: -2%
Value of Cc1ccc(NC(=O)N2CCC(n3c(C)nc4cccnc43)CC2)c(Cl)c1 in IkB sig inh: -0.8%
Value of COc1ccc(C(=O)COC(=O)CCn2nnc(-c3cccc(O)c3OC)n2)cc1 in IkB sig inh: -9.1%

The results go on:
SMILES,p53ts 32C tox,p53ts 39C kill,IkB sig inh,Imprint erasure
Cc1ccc2c(c1)c1c(c(=O)n(-c3cccc(Cl)c3)c(=O)n1CC(=O)Nc1c(C)cccc1C)n2C,-6%,-5%,7.1%,9%[10.9 µM]
CCCc1nc2sc3c(SCC(=O)NCc4ccco4)ncnc3c2c2c1CCC2,23%,5%,6.4%,-20%
O=C(CSc1nc2ccccc2o1)Nc1nc2c(s1)CCCC2,?,13µM*,?,-37%[inhibitor]
Cc1csc2nc(CNS(=O)(=O)c3ccc4c(c3)CCCC4)cn12,-7%,-2%,4.8%,-19%
Cc1ccc(C)n1-c1ncn[nH]1,-5%,-1%,-0.4%,-5%
O=c1[nH]c(=O)n([C@@H]2C[C@H](O)[C@H](CO)O2)cc1I,-1%[20.6 µM],7%[20.6 µM],4.1%[25.6 µM],8%[16.8 µM]
NCCSCCc1ccccc1,-1%[9.22 µM],11%[9.22 µM],-0.8%[11.4 µM],-9%[10.9 µM]
Cc1c(NC(=O)c2nc3ccccc3n(C)c2=O)cccc1[N+](=O)[O-],-3%,0%,-3.4%,-3%[10.9 µM]
COc1ccc2cc(CN(C(=O)Nc3ccccc3OC)C3CCCC3)c(=O)[nH]c2c1,6%,-10%,?,-9%
CCCCn1nnc(NC(=O)Cc2ccc(Cl)cc2)n1,4%,4%,-2.2%,-17%
CCCOC(=O)c1ccc(NC(=O)Cn2nnc3sc4c(c3c2=O)CCC(C(C)(C)C)C4)cc1 (stereo not drawn),5%,-10%,?,-2%[10.9 µM]
Cn1c(CCNC(=O)c2ccccc2F)nnc1SCc1nc2ccccc2c(=O)[nH]1,1%,2%,0.1%,-9%
COC(=O)c1c(-c2cccs2)csc1NC(=O)c1cccc(Cl)c1,-25%,-20%,-2.6%,-15%[10.9 µM]
CCCCOc1ccc(S(N)(=O)=O)cc1,-11%,1%,-0.6%,-8%
CCN(CC)S(=O)(=O)c1ccc(C(=O)Nc2ccc3c(c2)OCCO3)cc1,-1%,-17%,0.9%,-5%
CCc1cccc2c(-c3ccc(F)cc3)nc(SCC(=O)Nc3ccccc3)nc12,2%,16%,0.8%,6%[10.9 µM]
CC1=CC(C)(C)Nc2ccc(OC(=O)CN3C(=O)CCC3=O)cc21,?,16µM*,/,/
CC(=O)Nc1nc(N2C(=O)c3ccccc3C2=O)n(-c2ccccc2)n1,2%,2%,-4.4%,-10%
COc1ccc(CCNC(=O)C2c3ccccc3C(=O)N2Cc2ccccc2)cc1OC (stereo not drawn),3%,-11%,0.5%,-10%[10.9 µM]
O=C(NCCN1CCOCC1)[C@H](Cc1ccccc1)N1C(=O)c2ccccc2C1=O,-3%,2%,-2.1%,-2%
Cc1nc2ccc(CCO)cc2s1,9%,-3%,-0.7%,3%
COc1ccc(CCN(C(=O)c2ccccc2)C2=CC3CCC(C2)N3C)cc1OC (stereo not drawn),3%,-13%,1.1%,-14%
CCOC(=O)c1c(C)oc2ncnc(Nc3ccc(CC)cc3)c12,6%,0%,0.2%,-10%[10.9 µM]
Cc1cc(C)cc(NC(=O)C(=O)NCC(c2cccnc2)N2CCc3ccccc32)c1 (stereo not drawn),12%,-12%,-0.3%,6%[10.9 µM]
CCc1ccc2oc(-c3cccc(NC(=O)c4cccnc4)c3)nc2c1,?,-29%,12%,-23%
O=C(Nc1nc2ccc(S(=O)(=O)N3CCCCC3)cc2s1)C1CCCO1 (stereo not drawn),22%,8%,-6.0%,-21%
COC(=O)c1ccc(NC(=O)NC(C)c2c(-n3cccc3)sc(C)c2C)cc1 (stereo not drawn),44%[activator],?,?,4%[10.9 µM]
COc1ccc(-c2nc(SCC(=O)NC(C)CCc3ccccc3)n[nH]2)cc1 (stereo not drawn),-11%,-18%,?,-5%[10.9 µM]
CC(c1nnc(SCC(=O)c2c(N)n(C)c(=O)n(C)c2=O)n1-c1ccc(Cl)cc1)N(C)C (stereo not drawn),5%,8%,-0.3%,-7%
CCc1ccc2oc(-c3cccc(NC(=O)COc4ccccc4Cl)c3)nc2c1,-10%,-5%,-1.6%,-9%[10.9 µM]
Cc1nc2cc(C(F)(F)F)ccc2n1C1CCN(C(=O)N2CCOCC2)CC1,-5%,-9%,1.1%,-7%
Cn1ncc(Cl)c1C(=O)Nc1cccnc1,7%,-7%,2.7%,-26%
Cc1ccc(NC(=O)c2ccc(=O)n(CC(=O)Nc3c(C)cc(C)cc3C)n2)cc1,5%,-15%,3.4%,17%[10.9 µM]
Cc1cccc(NS(=O)(=O)c2ccccc2)n1,3%,11%,-1.0%,-9%
CC(=O)c1cccc(NC(=O)CSc2nc3ccccc3nc2Cc2ccc(F)cc2)c1,4%,6%,-1.2%,-6%[10.9 µM]
CCC1CCCCN1C(=O)c1cc2cc(Br)ccc2oc1=O (stereo not drawn),7%,14%,5.4%,-7%
c1ccc(Sc2ncnc3c2oc2ccccc23)nc1,-3%,9%,0.0%,-9%
CC1=C(C(=O)OCC(C)C)C(c2cccc(F)c2)N2C(=O)C(C)SC2=N1 (stereo not drawn),15%,-7%,2.9%,1%
CCOC(=O)C1CCCN(c2c(Nc3cccc(C)c3)c(=O)c2=O)C1 (stereo not drawn),-1%,0%,6.5%,-15%
Cc1nc(SCc2c(F)cccc2Cl)c2c(=O)n(C)c(=O)n(C)c2n1,-5%,12%,-0.1%,-16%
Cc1nnc(SCc2cc(=O)oc3ccc4ccccc4c23)n1Cc1ccccc1,26%,5%,/,/
COC(=O)c1ccc(CSc2nc3scc(-c4cccs4)c3c(=O)[nH]2)o1,6%,-2%,?,-17%
CN1CCN(CC(=O)Nc2c(C(=O)C3CC3)oc3ccccc23)CC1,-12%,-17%,-1.3%,-2%
Clc1cccc(-c2ccc(CNCCSc3nnnn3-c3ccccc3)o2)c1,?,4%,?,-7%[10.9 µM]
COc1ccc(S(=O)(=O)N(CC(=O)O)c2ccc(C)cc2)cc1,3%,0%,/,/
CC1CCN(C(=O)c2ccc3c(c2)N(Cc2ccccc2)C(=O)c2ccccc2S3(=O)=O)CC1,19%,-19%,?,-11%[10.9 µM]
Cc1ccc(C(=O)Nc2nnn(C)n2)cc1,?,?,0.5%,-60%[inhibitor]
O=C(c1ccc(F)cc1)c1ccc(N2CCCC2)cc1,-22%,?,1.0%,-21%
Nc1ccc(C(=O)O)cc1,-2%,-3%&-2%,-0.1%,-7%&3%
COc1ccccc1N1CCN(S(=O)(=O)c2cccc3nsnc23)CC1,-4%,-8%,2.2%,-19%
COc1ccc(CCNC(=O)c2cc(S(=O)(=O)N3CCCC(C)C3)cn2C)cc1OC (stereo not drawn),-12%,4%,-1.3%,-6%[10.9 µM]

Compound activity deposited in PubChem by National Center for Advancing Translational Sciences (NCATS).

Not a hit list, and some 1.7% of all compounds hit somewhere here.
